Bioassay records (PubChem BioAssay)
Tb PYK inh – inhibitors of Trypanosoma brucei pyruvate kinase. Q57TT1. TbPYK enzyme, Kinase-Glo Plus ATP luminescence, 45 min. Potency, µM (series often up to 76.8 µM), without a hit: at the top dose activity, negative = inhibition, actives largely listed as inhibitors. 0.12% of 410,000 active. AID 624173; active means well fitted inhibition curve with a large enough effect; further: nearly all actives have a fitted effect of over 50% in size
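Quantitative HTS: titrated library compounds versus trypanosomal pyruvate kinase in TEA buffer (pH 7.2) containing KCl, MgCl2, BSA and Tween-20. Reactions were initiated with ADP, 130 uM final. Kinase-Glo Plus luminescence was read after 45 min at RT.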
The depositor's hits bear a star; [ ] = dose if it differs, or a comment. On the % scale 0 is the no-effect control and ±100 the full control effect; potency means the concentration at half of the fitted maximal effect. An excerpt. The share of hits here may be higher or lower than overall.

SMILES | Tb PYK inh
CCCNC(=O)C1(C)CCCN(C(=O)c2ccc3c(c2)CCO3)C1 (stereo unspecified) | 1.1%
CC(=O)c1c(C)nc2nc(-c3ccccc3)nn2c1C | -0.2%
Cc1ccc(NC(=O)CCCN2C(=O)COc3ccc(C)cc32)c(C)c1 | -9.1%
C=CCc1ccccc1OCCSc1nc(-c2cccs2)nc2cc(=O)[nH]n12 | -1.6%
COc1ccc2cc3c(N)nn(C(=O)c4ccc(F)cc4Cl)c3nc2c1 | -5.9%
Cc1cc2n(n1)CCC(=O)N2Cc1ccc(C(=O)Nc2ccc(F)cc2F)cc1 | -10.2%
CN1CCN(c2ccc(S(=O)(=O)N3CCCCC3)cc2NC(=O)CSC(C)(C)C)CC1 | 2.7%
COc1ccc(C2C3=C(CCCC3=O)N(CC(=O)O)C3=C2C(=O)CCC3)cc1Br | -2.0%
Cc1nc2cc(-c3cccc(F)c3)nn2c(C)c1CCC(=O)Nc1ccccc1C(N)=O | 0.7%
Cc1ccc(-n2c(=O)c3c(cnn3C)n(CC(=O)Nc3c(C)cccc3C)c2=O)cc1 | 0.9%
COc1ccc(-c2[nH]ncc2C(=O)NCc2ccccc2C)cc1 | -9.2%
CCCCc1ccc(-n2nc3cc(C)c(NC(=O)Cc4ccccc4)cc3n2)cc1 | 4.3%
Cc1nn(-c2ccccc2)c(OC(=O)c2ccc(Cl)cc2)c1S(=O)(=O)c1ccccc1 | -1.6%
Cc1ccc(NC(=O)CSCc2cnn(-c3ccccc3)c2-n2cccc2)c(C)c1 | 1.7%
COC(=O)c1c(NC(=O)C2c3ccccc3Oc3ccccc32)sc2c1CCC(C)C2 (stereo unspecified) | -2.6%
Cc1c2cnn(-c3ccccc3)c(=O)c2c(C)n1CC(=O)Nc1ccccc1Br | -1.3%
CCOc1ccc(NC(=O)c2ccc3c(c2)N(C)CCS3)cc1 | 3.5%
COc1cc(OC)c(NC(=O)COCc2cc(-c3cccs3)on2)cc1Cl | -0.2%
CN(C)c1ccc(C=Cc2nccc3ccccc23)cc1 | -5.6%
CC1(C(=O)Nc2cccc(Oc3ccccc3)c2)Cc2c(-c3ccc4c(c3)OCO4)ccnc2O1 (stereo unspecified) | -6.2%
CCC1CCCCN1C(=O)Cn1c(=O)n(-c2ccc(Cl)c(Cl)c2)c(=O)c2c(C)c(C(=O)N(C)C)sc21 (stereo unspecified) | 2.4%
O=C(NCc1ccco1)C1Cc2c(-c3cccc(F)c3)ccnc2O1 (stereo unspecified) | 0.3%
CC(C)(C)C(=O)Nc1ccc(-c2nc3ccccc3s2)cc1 | -21.0%
CCOc1ccc(NC(=O)c2c(NCc3cccs3)sc3c2CCC(C)C3)cc1 (stereo unspecified) | -10.5%
CCc1nc2ccc(C(=O)NC3CCN(C)CC3)cn2c1N(C)CCC(C)C | -3.0%
CC(C)c1ccc(NC(=O)c2cccn2-c2nnc(N3CCCCC3)s2)cc1 | 0.7%[15.4 µM]
O=C(CN1CCN(Cc2ccc(Cl)cc2)C1=O)NCc1ccc(F)cc1 | 0.8%
CN(C)c1ccc(C(CNS(=O)(=O)c2ccc(Br)cc2)N2CCCC2)cc1 (stereo unspecified) | 0.1%
CC1C(=O)N(Cc2cn(CCC3OCCO3)nn2)CCS(=O)(=O)N1Cc1ccc(-c2ccc(F)nc2)cc1 (stereo unspecified) | 0.9%
Cc1ccccc1COc1cccn2c(N(C)C(=O)CCC3CCCC3)c(C)nc12 | -7.3%
Cc1cccc(CN2C(=O)[C@H]3Cc4c([nH]c5ccccc45)C(C)(C)N3C2=O)c1 | -0.5%
CC1(C(=O)NCc2ccc(F)c(F)c2)Cc2c(-c3cccc(C(F)(F)F)c3)ccnc2O1 (stereo unspecified) | -6.3%
CN1C(=O)Cc2cc(S(=O)(=O)NCc3ccccc3Cl)ccc21 | 1.7%[15.4 µM]
CCOC(=O)c1c(S(=O)(=O)N2CCC(C(=O)Nc3ccc(OCC)cc3)CC2)c(C)n(C)c1C | 1.1%
O=C(c1ccncc1)N1CCN(c2cc(-c3ccccc3)nc3cc(-c4cccc(Cl)c4)nn23)CC1 | -2.7%
CC(=O)Nc1cccc(-c2ccnc3c2CC(C(=O)NCC2CC2)O3)c1 (stereo unspecified) | -9.0%
O=C(c1ccncc1)N1CCC2(CC1)CN(Cc1ccccc1)C2 | -0.5%
COc1ccc(Cl)cc1NC(=O)C1CCN(c2ncnc3c2nc2n3CCCCC2)CC1 | -10.6%
COc1cc(NC(=O)C2CCN(c3nc4ccccc4nc3C(F)(F)F)CC2)cc(OC)c1 | -3.8%
Cc1ccc(NC(=O)COc2ccc(-c3nn(C)c(=O)c4ccccc34)cc2)c(C)c1 | 1.1%
CCN(CCO)CCn1c(Cc2ccccc2)nc2c1c(=O)n(C)c(=O)n2C | -2.7%
CCOc1ccccc1-c1nc(Cn2c(=O)cc(C)c3c(C)nn(-c4ccccc4)c32)c(C)o1 | -3.4%
Cc1ccccc1Cn1cc(CCC(=O)NC(C)c2ccccc2)c2ccccc21 (stereo unspecified) | 1.5%
Cc1cc(C)c2c(NC(=O)c3ccccc3Cl)c(C(=O)NCc3ccc(Cl)cc3)sc2n1 | 0.7%
Cc1cc(C)c2c(n1)SCC(=O)N2CC(=O)Nc1cccc(C)c1C | -0.2%
N#Cc1cccc(NC(=O)N2CCCC3(CCN(C(=O)c4cccc(F)c4)CC3)C2)c1 | -6.4%
CC(=O)Nc1cc(-c2ccc(C(=O)NC3CC3)cc2)cn2c(-c3cccc(C(F)(F)F)c3)cnc12 | 5.6%
CCOC(=O)c1c(C)oc2nc(C)nc(Nc3ccc(C)c(Cl)c3)c12 | 3.0%
COc1ccc(CCNC(=O)c2cc(=O)c3c(C)cc(C)cc3o2)cc1OC | 1.5%
Cc1ccc(S(=O)(=O)N2C[C@H]3n4c(=O)ccc(=O)n4C[C@H](OC(=O)NCc4ccco4)[C@@]3(O)C2)cc1 | -11.2%
COc1ccc(C(=O)N2CCC3(CCCN(C)C3)CC2)cc1 | 0.0%
CCOC(=O)CSc1nc(-c2ccc(C)cc2C)cc(-c2ccccc2)c1C#N | -3.2%
Cn1c(C(=O)Nc2ccc(OC(F)(F)F)cc2)cc2c(=O)n3ccccc3nc21 | 2.4%
Cc1ccc(-c2ccc(CN3C(C)C(=O)N(Cc4cn(CC5CCCCC5)nn4)CCS3(=O)=O)cc2)cc1 (stereo unspecified) | 8.5%
Cn1c2nc(=O)n(-c3ccccc3)c(=O)c-2nc2c1CCCC2 | -6.6%
Cc1ccc(CNC(=O)c2cc(-c3ccc(C)c(C)c3)nc3ccccc23)cc1 | 6.8%
Cc1ccc(N2CC(NC(=O)C(=O)c3c[nH]c4ccccc34)CC2=O)cc1 (stereo unspecified) | -7.3%
COc1ccc(-c2nn3c(-c4ccc(OC)cc4)nnc3c3ccccc23)cc1 | 2.9%
c1ccc(N2CCN(Cc3nnc(-c4ccc5c(c4)OCO5)o3)CC2)cc1 | -0.4%
CCc1cccc(C)c1NC(=O)C1CCN(S(=O)(=O)c2cccc3nonc23)CC1 | -4.1%

Arranged by SMILES length (low to high): some entries from above
SMILES | Tb PYK inh
O=C(c1ccncc1)N1CCC2(CC1)CN(Cc1ccccc1)C2 | -0.5%
Cn1c2nc(=O)n(-c3ccccc3)c(=O)c-2nc2c1CCCC2 | -6.6%
Cc1ccccc1COc1cccn2c(N(C)C(=O)CCC3CCCC3)c(C)nc12 | -7.3%

(list continues)
SMILES | Tb PYK inh
COc1ccc(F)cc1-c1cc(NC(C)=O)c2ncc(-c3cccc(C(F)(F)F)c3)n2c1 | -4.2%
CCn1c(=NC(=O)c2ccc(S(=O)(=O)N3CCCCC3)cc2)sc2cccc(OC)c21 | 5.9%
Cn1c(=O)nc2n(-c3ccc(Br)cc3)c3cccc(Cl)c3cc-2c1=O | 0.1%
C=CCc1cccc2cc(C(=O)NCCc3c(C)[nH]c4c(C)cccc34)c(=O)oc12 | -1.5%
COc1ccc(C(=O)N[C@H](C(=O)Nc2cccc(S(=O)(=O)N3CCOCC3)c2)C(C)C)cc1 | 0.1%
CC1=C(C(=O)N2CCOCC2)CC(CC(=O)NCc2ccco2)C(=O)N1Cc1ccc(F)cc1 (stereo unspecified) | -2.7%
Fc1ccc(-c2nc3ccc(Br)cn3c2Cc2cccc(F)c2)cc1 | 4.1%
CC(=O)N1c2ccc(S(=O)(=O)NCC3CCC(C(=O)Nc4cccc(F)c4)CC3)cc2CC1C (stereo unspecified) | 5.7%
O=C(COc1ccccc1)NCCc1csc(-c2ccc(F)cc2)n1 | -1.2%
CCc1ccccc1Nc1nn2c(=O)c3ccc(C(=O)NCc4ccccc4Cl)cc3nc2s1 | 1.8%
COc1ccc(C(=O)N2CCC2(C)C(=O)NC(C)C)c(OC)c1 (stereo unspecified) | 0.0%
COc1ccc(S(=O)(=O)c2cn(C)c3cc(N4CCCC4)c(F)cc3c2=O)cc1 | 3.7%
CCc1ccccc1NC(=O)CSc1ncc(S(=O)(=O)c2ccccc2)c(N)n1 | -9.4%
COc1cccc(-n2c(SCc3ccccc3C)nc3c([nH]c4ccccc43)c2=O)c1 | -3.4%
CCc1cc(-c2cnnn2Cc2ccc3ccccc3c2)ccc1-c1cn(CC(C)C)nn1 | 3.8%
CCCNC(=O)c1cc(C2CCCCN2C(=O)OCCF)on1 (stereo unspecified) | 3.3%
CCOCCc1nn2c(=O)cc(COC(=O)CNC(=O)c3ccc(F)cc3)nc2s1 | 3.5%
Cc1ccccc1NC(=O)CN1C(=O)CCn2nc(-c3cccn3C)cc21 | 2.8%
Cc1c(C)c2cc3c(c(C)c2oc1=O)OCN(CCc1ccccc1)C3 | -0.1%
Cc1ccc(-c2ccc(CCC(=O)O)n2-c2cccc(C)c2C)cc1 | -2.6%
NC(=S)NN=Cc1nccc2c(C(F)(F)C(F)(F)C(F)(F)F)cccc12 | 2.5%
Cc1cc(C(=O)N2CCCC(Nc3ccc(C)c(C)c3)C2)nc(C)n1 (stereo unspecified) | -6.6%
Cc1nc2cnc(N3CCNCC3)nc2n(Cc2ccc(F)cc2)c1=O | -7.2%
CC(C)c1cc(C(=O)NCc2ccc(F)cc2)no1 | 5.8%
Cc1cccc(-n2c(SCc3nc(-c4ccccc4C)no3)nnc2-c2ccccc2)c1 | 1.1%
Cc1cc(F)ccc1NC(=O)Cn1c(=O)ccc2cc(S(=O)(=O)N3CCC(C)CC3)ccc21 | 1.2%
C/C=C/c1cccc(-c2nc(C(=O)NC3Cc4ccccc4C3)cc3c2[C@@H](CCO)N(C(C)=O)C3)c1 | 6.6%
CCCCc1nn2c(=O)cc(COC(=O)c3ccccc3NC(=O)C(C)(C)C)nc2s1 | 2.8%
CC(=O)OC[C@@H]1CN(Cc2ccccc2)C[C@H](n2cnc3c(NCc4ccco4)ncnc32)O1 | -2.6%
COc1ccc(C(=O)N/N=C/c2ccccn2)cc1 | -2.6%
CC(NC(=O)COC(=O)c1ccccc1O)c1ccccc1 (stereo unspecified) | 1.9%
O=C(CN1C(=O)C2(SCC(=O)N2c2ccccc2)c2ccccc21)NCCc1ccccc1 (stereo unspecified) | 6.6%
COc1ccc(N(Cc2cccs2)C(=O)COc2ccc(C(C)C)cc2)cc1 | 10.7%
CNC(=O)C1Cc2c(-c3cccc(F)c3)ccnc2O1 (stereo unspecified) | -4.9%
COc1ccc(-n2nnc(-c3nc(-c4cccs4)no3)c2N)cc1OC | 3.3%
CCOc1ccc(-c2nc(CSCC(=O)N3CCN(c4ccc(F)cc4)CC3)c(C)o2)cc1 | 3.0%
CCN(CC)C(=O)c1sc(NC(=O)C2c3ccccc3Oc3ccccc32)c(C(=O)OC(C)C)c1C | -1.5%
COc1ccc(-c2nc3ccccc3s2)cc1NC(=O)COc1ccccc1C | 2.4%
CCOC(=O)c1ccc(N2C(=O)c3[nH]nc(-c4ccccc4)c3C2c2cccs2)cc1 (stereo unspecified) | -2.5%
CCC(=O)N1CCc2cc(S(=O)(=O)NCc3ccc(C)cc3)ccc21 | -2.5%
O=C(COc1ccc(F)cc1)OCc1cc(=O)n2nc(C3CCCCC3)sc2n1 | -3.4%
CCCCNC(=O)C(CC)Sc1nnc(-c2ccc(OC)c(OC)c2)c(-c2ccc(OC)c(OC)c2)n1 (stereo unspecified) | -11.0%
Cn1ncc2c1NC(c1ccc(F)cc1)SCC2=O (stereo unspecified) | 9.6%
Cc1ccc(CSc2nc3ccncc3n2Cc2nc(-c3ccc(Cl)cc3)oc2C)cc1 | -5.0%
CCCCNC(=O)C1(C)CCC(=O)N1CCCn1ccnc1 (stereo unspecified) | -1.4%
CS(=O)(=O)N(CC(=O)N1CCOCC1)c1cccc(Cl)c1 | -4.2%
CCNC(=O)CC1C(=O)N(c2ccc(F)cc2)C(=O)N1Cc1ccc(OC)c(OC)c1 (stereo unspecified) | 4.7%
Cc1ccc(-c2nc3ccc(Br)cn3c2Cc2ccccc2)cc1 | -20.4%
CCn1cc(S(=O)(=O)c2ccccc2)c(=O)c2cc(F)c(F)cc21 | 7.5%
CC(C)c1ccc(NC(=O)CSc2nc(=O)n(Cc3ccccn3)c3c2CCC3)cc1 | -4.2%
CC(C)C[C@H]1CN(CCCC[C@@H]2CNC(=O)C(=O)N2Cc2ccccc2)C(=O)C(=O)N1CCC1CCCCC1 | -2.8%
O=C(NCc1cccc(Cl)c1)c1ccc(NC(=O)N2CCSc3ccccc32)cc1 | -4.8%

Structural class: the entries above containing bromine
SMILES | Tb PYK inh
COc1ccc(C2C3=C(CCCC3=O)N(CC(=O)O)C3=C2C(=O)CCC3)cc1Br | -2.0%
Cc1c2cnn(-c3ccccc3)c(=O)c2c(C)n1CC(=O)Nc1ccccc1Br | -1.3%
CN(C)c1ccc(C(CNS(=O)(=O)c2ccc(Br)cc2)N2CCCC2)cc1 (stereo unspecified) | 0.1%
Cn1c(=O)nc2n(-c3ccc(Br)cc3)c3cccc(Cl)c3cc-2c1=O | 0.1%
Fc1ccc(-c2nc3ccc(Br)cn3c2Cc2cccc(F)c2)cc1 | 4.1%
Cc1ccc(-c2nc3ccc(Br)cn3c2Cc2ccccc2)cc1 | -20.4%
